Source: PubChem BioAssay (National Center for Advancing Translational Sciences (NCATS))
D3 antag = antagonists of human D3 dopamine receptor | D3R cells, DiscoveRx beta-arrestin luminescence, antagonist mode; hits give low values | max response, negative = inhibition, % | P35462 | 2.5% of 360,000 active | AID 652054; in the data active = max response below about -50%; inconclusive = no clear call, values can overlap the other calls; also: % is scaled to controls: 0 for no effect and ±100 for the full control effect; mostly tested at two doses, the higher about 12 µM
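Cells plated overnight at 1500 cells/well, then exposed to library compounds with dopamine controls for 90 minutes at 37 degrees C. DiscoveRx reagent added for 30–60 minutes at room temperature; luminescence read, quantitative HTS format.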
TDP43 rescue = rescues yeast growth from TDP-43 toxicity | TDP-43 expressing yeast growth rescue, BacTiter-Glo, 24 h | Potency, µM (series often up to 46.1 µM), for the others: top-dose growth rescue (activation), hits mostly activators | 1.8% of 410,000 active; also: potency is read from the fitted curve at half-maximal effect; % of control where 0% means no effect; nearly all actives have a fitted effect of over 50% in size
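Readout is BacTiter-Glo luminescence of cell growth, so inhibitors register as activators. TDP-43-expressing yeast at OD600=0.02 in galactose medium, after raffinose pregrowth to mid-log, were incubated with compound for 24 hr at 30 deg C.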
aSyn yeast inh = inhibitors of alpha-synuclein toxicity in yeast | Yeast expressing alpha-synuclein, growth rescue, BacTiter-Glo, 24 h | Potency, µM (top dose mostly 46.1 µM), inactives show at the top dose growth rescue (activation), usual class: activators | 0.14% of 370,000 active | AID 652106; also: potency is read from the fitted curve at half-maximal effect; % of control where 0% means no effect; nearly all actives have a fitted effect of over 65% in size
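Galactose-induced alpha-syn yeast (OD600=0.02, raffinose-pregrown) + pinned cpd, 24 hr, 30 deg C; growth by BacTiter-Glo luminescence. Growth restoration scores as activation.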
GLP-1R inv ag = GLP-1 receptor (human) inverse agonism; P43220; HEK293 GLP-1R CRE-luciferase, luminescence, 24 h; GLP-1R form is constitutively active; Potency, µM (series often up to 38.3 µM), inactives show top-dose activity change, negative = inhibition, actives largely listed as inhibitors; 1.6% of 410,000 active; AID 624417; also: potency is read from the fitted curve at half-maximal effect; % is scaled to controls: 0 for no effect and ±100 for the full control effect; nearly all actives have a fitted effect of over 55% in size
Target sequence (P43220 whole entry, looked up): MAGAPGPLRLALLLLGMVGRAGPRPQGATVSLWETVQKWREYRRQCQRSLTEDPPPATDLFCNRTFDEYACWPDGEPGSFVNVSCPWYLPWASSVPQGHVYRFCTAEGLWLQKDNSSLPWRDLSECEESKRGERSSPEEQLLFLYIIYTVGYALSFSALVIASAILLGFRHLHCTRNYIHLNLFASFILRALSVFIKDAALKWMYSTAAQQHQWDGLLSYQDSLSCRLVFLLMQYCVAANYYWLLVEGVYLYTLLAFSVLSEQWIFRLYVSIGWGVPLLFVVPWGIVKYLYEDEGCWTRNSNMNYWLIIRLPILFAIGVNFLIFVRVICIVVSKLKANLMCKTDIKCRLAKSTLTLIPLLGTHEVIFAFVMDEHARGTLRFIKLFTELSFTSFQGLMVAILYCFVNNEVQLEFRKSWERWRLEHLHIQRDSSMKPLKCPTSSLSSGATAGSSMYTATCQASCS
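Constitutively active GLP-1R drives a cAMP-responsive luciferase in stably transfected HEK293 cells; test compounds are added after overnight (12 h) attachment and left 24 hr, and signal loss in luminescence marks inhibition.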
FUS yeast rescue = FUS proteinopathy suppression in yeast. Potency, µM (series often up to 76.6 µM), inactives show at the highest dose growth rescue (activation), usual class: activators. S. cerevisiae FUS-expressing, growth rescue, OD600, 24 h. AID 1347120. 0.24% of 390,000 active;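 also: potency is read from the fitted curve at half-maximal effect; plate controls were DMSO vehicle for no effect and reference control for full effect; nearly all actives have a fitted effect of over 55% in size; some results filed as inactive show a strong effect at the top dose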
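Yeast FUS proteinopathy model; galactose-induced FUS (2%), starting OD 0.005. Cpds in dilution series, 24hr, 30C, 99% humidity. Abs 600 nm growth. Pos ctrl CP55940 (top 92uM final); neg ctrl DMSO.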
Abeta rescue = A-beta toxicity reversal in yeast; yeast expressing A-beta42, growth rescue, OD600, 48 h; response scale: 0% DMSO, 100% iron-clioquinol control; Potency, µM (doses to about 46.1 µM), inactives show at the top dose growth rescue, most hits filed as activators; 0.063% of 410,000 active; AID 1347071; also: potency is read from the fitted curve at half-maximal effect; nearly all actives have a fitted effect of over 55% in size
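Yeast A-beta toxicity model in growth medium with pinned compounds, 48 h at 30 C; growth read as absorbance at 600 nm. Normalized to FeCl3/clioquinol equimolar mix (positive) and DMSO (negative).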
pAkt inh = inhibitors of Akt phosphorylation; 0.32% of 360,000 active; Neuro2A IGF-stimulated pAkt S473 HTRF, 20 min; hits give low values; AID 651550; activity change, % for hits at 50 µM; in the data active = activity change below about -80%; inconclusive = mostly about -51% to -80%; also: % is scaled to controls: 0 for no effect and ±100 for the full control effect
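Neuro2A cells (4,500/well, DMEM with 0.5% FBS) were treated with compound at a single 50 µM final concentration, stimulated with 6 nM IGF for 20 min at 37 °C, and lysed. Phospho-Akt Ser473 was read by HTRF as 665/615 ratio ×10^4.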
PTHR1 ag = activates the human parathyroid hormone receptor PTHR1; HEK293 GP2 PTHR1 cells, GloSensor cAMP luminescence, 1 h; 0.075% of 410,000 active; Q03431; Potency, µM (series often up to 115 µM), without a hit: at the highest dose activation, hits mostly activators; also: potency is read from the fitted curve at half-maximal effect; nearly all actives have a fitted effect of over 55% in size; some results filed as inactive show a strong effect at the top dose; inactives centre near -15; many of its hits are not listed in these tables
Target sequence (Q03431 whole entry, looked up): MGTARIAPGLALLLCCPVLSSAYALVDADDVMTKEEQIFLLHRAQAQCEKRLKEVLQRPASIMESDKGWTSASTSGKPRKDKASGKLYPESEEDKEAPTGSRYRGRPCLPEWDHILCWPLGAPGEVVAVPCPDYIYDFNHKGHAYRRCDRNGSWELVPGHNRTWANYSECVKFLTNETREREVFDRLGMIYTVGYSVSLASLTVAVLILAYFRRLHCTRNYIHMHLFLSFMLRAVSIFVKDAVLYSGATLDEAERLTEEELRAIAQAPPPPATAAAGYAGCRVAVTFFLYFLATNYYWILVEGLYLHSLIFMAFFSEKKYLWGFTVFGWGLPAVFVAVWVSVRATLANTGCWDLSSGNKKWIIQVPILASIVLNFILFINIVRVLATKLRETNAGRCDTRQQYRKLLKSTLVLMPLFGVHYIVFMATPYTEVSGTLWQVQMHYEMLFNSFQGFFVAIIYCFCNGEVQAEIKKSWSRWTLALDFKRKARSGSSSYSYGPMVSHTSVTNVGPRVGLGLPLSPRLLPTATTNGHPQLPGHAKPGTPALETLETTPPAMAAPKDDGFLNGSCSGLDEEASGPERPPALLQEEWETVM
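HEK-293-derived GP2 cells expressing PTHR1 and a GloSensor cAMP reporter, 3,000/well, plated overnight, given luciferin plus IBMX (each 0.5 mM as added) for 1 h at 37 °C, then compound for 1 h at 37 °C. Luminescence was read after 15 min at room temperature.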
GLP1R ag = GLP-1 receptor (human) agonism | 0.007% of 380,000 active | HEK293 GLP-1R CRE-luciferase, luminescence, 4-6 h; cells express a hypersensitive GLP-1R form | Potency, µM (series often up to 45.6 µM), for inactives: at the highest dose activation, actives largely listed as activators; also: potency is read from the fitted curve at half-maximal effect; % of control where 0% means no effect
* hit, by the source's call; i = inactive; u = inconclusive; x = not tested or not shown; [ ] = dose if it differs, or a comment. Unless noted, calls follow the shape of the dose curve; as a rule, active = well fitted curve in the direction sought with a large enough effect; inconclusive = small, poorly fitted or top-dose-only effect, or another doubt; inactive = no such curve, though single readings can be large; an effect the other way counts as inactive or inconclusive. A portion of the library; the hit share may differ from the screen's.

SMILES | D3 antag | TDP43 rescue | aSyn yeast inh | GLP-1R inv ag | FUS yeast rescue | Abeta rescue | pAkt inh | PTHR1 ag | GLP1R ag
Cc1nc2ccccn2c1C(=O)N/N=C/c1ccccc1[N+](=O)[O-] | 7 | -28% | -6% | -4% | 30% | -16% | x | -7%[57.5 µM] | -2%
CCCOc1c(OC)cccc1C1CC(=O)Nc2cc3c(cc21)OCO3 (stereo not given) | -1 | 8% | 6% | u | -6% | 21% | i | -6% | 6%
CCOC(=O)C1=C(C)OC(N)=C(C#N)C1c1cc(F)ccc1F (stereo not given) | 8 | -11% | -6% | 5% | 2% | -2% | i | i | 0%
N#Cc1cnn2c(-c3ccc(Cl)cc3Cl)ccnc12 | -14 | 0% | 1% | -29% | 19% | -7% | i | i | 11%
COCCCn1c(C)nnc1SCC(=O)Nc1cccc(C)c1 | -6 | -2% | -5% | -6% | -17% | -10% | i | -47%[inhibitor] | -3%
CCN(CC)C(=O)[C@H]1CC(CC(=O)NCCCN(C)C)C(=O)N2CCc3c([nH]c4ccccc34)[C@]12C (stereo not given in full) | 5 | 0% | -9% | -7% | 2% | 2% | i | -10% | 5%
O=C1CCc2cc(S(=O)(=O)NCCCC(=O)N3CCN(Cc4ccc5c(c4)OCO5)CC3)ccc2N1 | 0 | 3% | 0% | -12% | 13% | 3% | i | -7% | 1%
c1ccc(-c2cc(CSc3nc4ccccc4[nH]3)on2)cc1 | 0 | 20µM* | 3% | u | 1% | 8% | i | -88%[inhibitor][57.5 µM] | 0%
COc1cccc(NC(=O)N2CCN(c3nc(-c4cccc(OC)c4)cs3)CC2)c1 | 20 | u | -12% | 13µM* | u | 16% | i | -46%[inhibitor] | -5%
CCC(=O)N1CCc2cc(S(=O)(=O)N3CCN(C(=O)c4ccco4)CC3)ccc21 | u | -20% | -3% | 105%[activator] | -5% | -4% | i | i | 20%
COc1ccc(CN(CC(=O)NCC2CCCO2)C(=O)CCC(=O)Nc2cc(C)on2)cc1 (stereo not given) | -4 | -5% | -3% | -1% | 6% | -6% | i | i | -6%
CNC(=O)CSc1nnc(-c2ccco2)n1-c1cc(C)ccc1C | 3 | 7% | -5% | 18% | -12% | -7% | i | i | -2%
O=C(N/N=C/c1cccc(OC(=O)c2cccc(Br)c2)c1)c1cccnc1 | 19 | 8% | 11% | 11% | x | 8% | i | -9% | -2%
CC1(C)CC(=O)C=C(NCc2cccc(C(F)(F)F)c2)C1 | 9 | 10% | 0% | 1% | 11% | 10% | i | i | 14%
CCCCc1nc2cc(C(=O)NC3CCOC(C)(C)C3)ccc2o1 (stereo not given) | -8 | -8% | -6% | -15% | 15% | -5% | i | i | 2%
CCc1n[nH]c(=O)n1Cn1c(CC)n[nH]c1=O | 6 | -5% | 2% | 3% | 18% | -12% | i | i | -8%
COC(=O)c1cc(OC)c(OCc2cc(C(=O)OC)oc2C)c(OC)c1 | 13 | 4% | 0% | 2% | 6% | 1% | i | 5%[57.5 µM] | -12%
CCOc1cc(C(=S)N2CCN(C)CC2)ccc1OCC(=O)N1CCCC1 | -20 | 17% | -5% | 8% | x | 6% | i | -6% | 0%
CC(=O)c1cc(-c2ccc(F)cc2)n(CCC(=O)NCc2ccc(C)cc2)c1C | x | 18% | x | -19% | 19% | -25% | x | -5% | x
Cc1cc(C)c(NC(=O)CN(C)C(=O)C2CC(=O)N(c3cccc4ccccc34)C2)c(C)c1 (stereo not given) | 2 | 0% | -10% | 2% | 7% | -16% | i | -20% | -4%
C/C(=N\NC(=O)c1c(Br)c(C)nn1C)c1cccc(NC(=O)c2ccccc2C)c1 | -2 | 16% | -1% | 20% | x | 10% | i | -27% | 14%
COc1ccc(CN2C(=NC(=O)c3ccccc3)SC3CS(=O)(=O)CC32)cc1OC (stereo not given) | 1 | -20% | 1% | 11% | -1% | 2% | i | i | 3%
CSCCC(NC(=O)COc1ccccc1)C(=O)N(C)Cc1ccc(F)cc1 (stereo not given) | 5 | 1% | 11% | u | 2% | 2% | i | -7% | 8%
CCOC(=O)c1ccc(Cn2cnc3ccccc3c2=O)cc1 | 14 | u | 1% | 58%[activator] | -14% | -18% | i | -4% | 26%
O=c1cc(-c2ccccc2)nc(N2CCN(Cc3ccc4c(c3)OCO4)CC2)[nH]1 | u | 2% | -2% | -16% | -35% | 7%[9.22 µM] | i | i | 13%
Cc1ccc2cc(C#N)c(NCCNC(=S)NCCCN(C)C)nc2c1C | -22 | -7% | -3% | u | 1% | -15% | i | -20% | -9%
CC1=CC2=NC(=O)CC(C)(C(=O)N(CC(=O)NC3CCCC3)Cc3ccccc3)N2C=C1 (stereo not given) | 16 | 20% | 0% | 1% | -5% | -14% | i | -6% | 4%
N/C(=N\OC(=O)CCCOc1ccccc1)c1ccccn1 | 3 | -12% | -7% | 7% | 2% | -5% | i | -17% | 1%
COc1ccc(C(=O)N2CCN(Cc3cc(OC)c(O)c(OC)c3)CC2)cc1OC | -3 | -13% | 2% | -1% | 0% | -3% | i | i | 4%
CCOC(=O)c1cn(CC(=O)Nc2ccc3c(c2)OCCO3)nn1 | 18 | 23% | -8% | -2% | 27% | 5% | i | -4%[57.5 µM] | 1%

An excerpt from above in order of count of non-hydrogen atoms, largest number first.
SMILES | D3 antag | TDP43 rescue | aSyn yeast inh | GLP-1R inv ag | FUS yeast rescue | Abeta rescue | pAkt inh | PTHR1 ag | GLP1R ag
COc1ccc(C(=O)N2CCN(Cc3cc(OC)c(O)c(OC)c3)CC2)cc1OC | -3 | -13% | 2% | -1% | 0% | -3% | i | i | 4%
O=c1cc(-c2ccccc2)nc(N2CCN(Cc3ccc4c(c3)OCO4)CC2)[nH]1 | u | 2% | -2% | -16% | -35% | 7%[9.22 µM] | i | i | 13%
CSCCC(NC(=O)COc1ccccc1)C(=O)N(C)Cc1ccc(F)cc1 (stereo not given) | 5 | 1% | 11% | u | 2% | 2% | i | -7% | 8%
COC(=O)c1cc(OC)c(OCc2cc(C(=O)OC)oc2C)c(OC)c1 | 13 | 4% | 0% | 2% | 6% | 1% | i | 5%[57.5 µM] | -12%
CCCCc1nc2cc(C(=O)NC3CCOC(C)(C)C3)ccc2o1 (stereo not given) | -8 | -8% | -6% | -15% | 15% | -5% | i | i | 2%

The listing continues:
SMILES | D3 antag | TDP43 rescue | aSyn yeast inh | GLP-1R inv ag | FUS yeast rescue | Abeta rescue | pAkt inh | PTHR1 ag | GLP1R ag
O=C(c1ccco1)N1N=C(c2ccc(Br)cc2)CC1c1ccco1 (stereo not given) | 1 | 15% | 3% | 18% | -14% | 3% | i | -26% | 15%
COc1ccc(OC)c(-n2c(-c3cnccn3)n[nH]c2=S)c1 | -24 | -6% | x | 0% | 11% | -7% | x | 26% | 6%
O=C(NCCc1ccc(Cl)cc1)c1ncn[nH]1 | 7 | 2% | -9% | 0% | 6% | 9% | i | -8% | -5%
O=C(CCCSc1nc2ccccc2c(=O)[nH]1)c1ccc(F)cc1 | 3 | u | 9% | 2% | 4% | 6% | i | -35%[inhibitor] | 6%
COc1cc(OC)c(NC(=O)CSc2nc3ccncc3[nH]2)cc1Cl | x | 23% | x | 0% | -6% | 10% | x | -42%[inhibitor] | x
O=C(CN1C(=O)c2cccnc2Oc2ccc(Cl)cc21)N1CCCC1 | -19 | -18% | -7% | 8% | 15% | 2% | i | i | 0%
CCn1c(COc2ccc(=O)n(-c3ccccc3)n2)nnc1SCC(=O)OC | 11 | -9% | -5% | -10% | 9% | -6% | i | i | 1%
COc1ccc(Cn2c(-c3ccc(Cl)cc3)c[n+]3ccccc23)cc1 | 13 | -6%[0.397 µM] | 3% | -3% | -6% | -3% | i | -45%[inhibitor] | 6%
CCC1C(=O)C(C)(C)C(=O)OC1c1ccc([N+](=O)[O-])cc1 (stereo not given) | -28 | 5% | 1% | -7% | -5% | -17% | i | -12% | 15%
O=C(CCc1ccc(S(=O)(=O)N2CCOCC2)cc1)NCCCN1CCCC1=O | -3 | 24% | -3% | 9% | 16% | -15% | i | i | -8%
Cc1cccc(N2CCN(C(c3ccccc3)c3nnc(-c4ccccc4Cl)o3)CC2)c1C (stereo not given) | x | 5% | x | u | -11% | 13% | x | -18% | x
Cc1ccccc1N=CC=C1OC(C)(C)C(C)(C)O1 | 6 | 6% | 2% | u | 20% | 8% | i | -3% | -8%
O=C(Cn1cc(C(=O)c2ccco2)c2ccccc21)Nc1ccc(Br)cc1 | x | 0% | x | 5% | -7% | 0% | x | u | x
CC(C)c1ccc([C@@H]2O[C@H](CCc3ccccc3)CC3=C2C(=O)OC(C)(C)O3)cc1 | 6 | 17% | 8% | u | 21% | 3% | i | -7% | 8%
COc1ccccc1NC(=O)C(C)OC(=O)CCNS(=O)(=O)c1cccc(C(F)(F)F)c1 (stereo not given) | -19 | 27% | 1% | u | 11% | 21% | i | -8% | -1%
